PHOSPHO1 inh: blocks human PHOSPHO1 phosphatase activity; AID 1565; inhibition, % at 13.3 µM; recombinant PHOSPHO1, absorbance phosphatase assay; Q8TCT1; 290,000 compounds, 1.1% hits; in the data active = inhibition above about 60%
NALP1 inh: inhibitors of NALP1 inflammasome in yeast; S. cerevisiae NALP1/ASC/caspase-1 growth, X-gal OD620, 72 h; inhibition, % at 10 µM; 280,000 compounds, 0.61% hits; in the data active = inhibition mostly above about 24%, no sharp cut-off; inactive = mostly below about 32%; note: some compounds called inactive have numbers as strong as hits
GalR3 antagonist: blocks the human galanin receptor 3; HEK293 GalR3-CNG cAMP membrane potential fluorescence; galR3 body fused to GalR1 C-terminus; inhibition, % at 3 µM; 360,000 compounds, 0.44% hits; AID 651719;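 active = inhibition above the screen-wide average plus 3 SD, cut at about 13% in these data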;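 note: forskolin and galanin both at EC90 stimulate the cells; cAMP rise reported by CNG channel membrane potential dye signal; 0% = forskolin plus galanin with DMSO and 100% = forskolin alone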
Target sequence (O60755 1-299 limits assumed): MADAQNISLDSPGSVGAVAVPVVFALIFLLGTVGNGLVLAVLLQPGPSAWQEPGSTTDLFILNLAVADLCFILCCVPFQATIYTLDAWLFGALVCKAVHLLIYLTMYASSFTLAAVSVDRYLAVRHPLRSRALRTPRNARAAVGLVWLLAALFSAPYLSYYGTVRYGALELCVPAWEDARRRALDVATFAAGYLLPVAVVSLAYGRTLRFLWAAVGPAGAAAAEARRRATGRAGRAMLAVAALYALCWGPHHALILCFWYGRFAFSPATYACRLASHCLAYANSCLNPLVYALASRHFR
GPR7 antagonist: human neuropeptides B/W receptor 1 antagonism. GPR7-expressing cells, fluorescence antagonist assay. P48145. AID 1861. inhibition, % at 4.4 µM. 290,000 compounds, 1.1% hits; in the data active = inhibition above about 16%, passing the limit was not always enough;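 note: cells stimulated with the agonist NPW; 0% = agonist with vehicle and 100% = vehicle without agonist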
Target sequence (P48145 whole entry, looked up): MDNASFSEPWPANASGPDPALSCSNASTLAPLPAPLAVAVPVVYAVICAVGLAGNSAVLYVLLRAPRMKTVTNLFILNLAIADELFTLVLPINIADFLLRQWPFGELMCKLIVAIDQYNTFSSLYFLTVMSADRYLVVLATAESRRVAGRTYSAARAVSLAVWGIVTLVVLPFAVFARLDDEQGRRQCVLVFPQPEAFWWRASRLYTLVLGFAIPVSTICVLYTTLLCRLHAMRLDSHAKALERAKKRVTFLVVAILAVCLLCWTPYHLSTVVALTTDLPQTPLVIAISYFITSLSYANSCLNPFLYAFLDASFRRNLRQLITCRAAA
V1R ag counter: V1a receptor agonism, counter-screen for OXTR agonists; P37288; CHO-V1R cells, Fluo-8 calcium fluorescence, agonist mode; 0% DMSO, 100% 3 nM vasopressin; activation, % at 3 µM; 320,000 compounds, 0.25% hits;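 active = activation above the mean activation of all tested compounds plus 3 SD, per screening run, cut at about 20% in these data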;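 note: signal is peak over basal fluorescence ratio across a 100 second FLIPR read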
Target sequence (P37288 whole entry, looked up): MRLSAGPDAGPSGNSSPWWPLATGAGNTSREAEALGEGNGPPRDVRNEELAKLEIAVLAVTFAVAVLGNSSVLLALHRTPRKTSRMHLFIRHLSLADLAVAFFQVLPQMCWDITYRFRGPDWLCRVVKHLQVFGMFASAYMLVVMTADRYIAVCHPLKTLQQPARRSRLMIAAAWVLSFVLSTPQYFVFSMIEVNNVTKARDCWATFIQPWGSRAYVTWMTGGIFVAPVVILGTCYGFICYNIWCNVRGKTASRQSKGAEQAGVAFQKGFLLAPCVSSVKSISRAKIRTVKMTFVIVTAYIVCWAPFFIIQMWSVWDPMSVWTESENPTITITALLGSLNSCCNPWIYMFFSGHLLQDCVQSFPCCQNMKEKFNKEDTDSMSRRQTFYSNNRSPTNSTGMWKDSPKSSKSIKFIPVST
OXTR agonist: agonists of human oxytocin receptor. P30559. CHO-OTR cells, Fluo-8 calcium fluorescence; normalized: DMSO 0%, oxytocin 100%. activation, % at 3 µM. 320,000 compounds, 0.32% hits. AID 2435;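 active = activation above the mean of all tested compounds plus 3 SD, cutoff set per screening run, cut at about 20% in these data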;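 note: peak over basal fluorescence ratio from a 100 s FLIPR kinetic read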
MEKK3 PB1 HTS: raises or lowers MEK5 binding to the human MEKK3 PB1 domain; binding response (% of control), % at 10 µM; bead-based flow cytometry, Alexa488-MEK5 binding to MEKK3; actives lie on both sides; 0 = blocked by unlabeled MEK5, 100 = vehicle; AID 1529; 290,000 compounds, 1.4% hits;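 active = binding response more than 3 SD above or below the average of its plate-row segment, actives on both sides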;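 note: Alexa488 bead fluorescence after subtracting the streptavidin-only scavenger bead signal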
MEKK2mut PB1 HTS: signal of MEK5 binding to mutant human MEKK2 PB1 domain. bead flow cytometry, Alexa488-MEK5 binding to MEKK2 mutant. percent response, % at 10 µM. 290,000 compounds, 0.35% hits. AID 1530; in the data active = percent response above about 24%, passing the limit was not always enough; note: inactives centre near 1; some results filed as inactive read as strong as hits; reference of the scale not given here
MEKK2wt PB1 HTS: raises or lowers MEK5 binding to wildtype human MEKK2 PB1 domain; Q9Y2U5; bead flow cytometry, Alexa488-MEK5 binding to MEKK2 WT; actives lie on both sides; binding response (% of control), % at 10 µM; 290,000 compounds, 1.1% hits; AID 1531; in the data active = binding response below about 67% or above about 130%
An asterisk follows results filed as active; . = not tested or not shown; & = joins results of further samples; [ ] = remark or other dose.

item	mol	PHOSPHO1 inh	NALP1 inh	GalR3 antagonist	GPR7 antagonist	V1R ag counter
1	Cc1ccc2nc(Nc3nc(-c4ccccc4)cc(=O)[nH]3)nc(C)c2c1	26	-9	-4	4	-0.1
2	O=[N+]([O-])c1cccc(-c2ccc(/C=N/n3c(-c4ccccc4)n[nH]c3=S)o2)c1	-6	20	-2	10	0.8
3	Cc1ccc(NC(=O)CCNC(=O)c2ccc(Cl)cc2)cc1C	37	12	-11	-7	0.9
4	CC(=O)c1cc2c(cc1NS(=O)(=O)c1cccc(C(=O)O)c1)OCO2	22	25	-6	-5	0.1
5	Cc1ccccc1NC(=O)NC1(C(=O)NCc2ccco2)CCCCC1	-10	5	-9	2	0.2
6	CCCCCC(=O)Nc1cccc(C2=NOC3(C2)C[C@H](C(N)=O)N(C(=O)c2ccccc2)C3)c1 (some centres not stated)	31	-11	-3	.	-0.1
7	CCC(CC)C(=O)c1c[nH]c(C(=O)NN)c1	24	-30	-2	16	0.0
8	Cc1ccc(-c2nnn(CC(=O)N(CC3CCCO3)C(C(=O)NCC3CCCO3)c3ccc(F)cc3)n2)o1 (configuration not stated)	-6	14	0	-9	-0.6
9	Cc1ccc(S(=O)(=O)CCC(=O)N2CCN(c3ccccc3F)CC2)cc1	24	2	-9	-12	0.3
10	COc1ccc(N2Cc3cccc(C(=O)O)c3C2=O)cc1	9	-12	.	-8	-0.6
11	CCOC(=O)C1(CCOc2ccccc2)CCN(Cc2cccc(OC)c2O)CC1	30	29	-10	13	5.9
12	CCOC(=O)C(C)On1c(-c2ccc(Cl)cc2)nc2ccc([N+](=O)[O-])cc21 (configuration not stated)	102*	-1	-6	26*	3.9
13	O=C(O)c1ccccc1OCC1CCCO1 (configuration not stated)	2	30	3	-2	1.1
14	Cc1cc(Oc2cnn(C(C)(C)C)c(=O)c2Cl)cc(C(C)C)c1	-12	-16	-4	-17	-0.7
15	NC(=O)CSCc1cccc(Br)c1	11	-47	0	-10	-0.5

item	OXTR agonist	MEKK3 PB1 HTS	MEKK2mut PB1 HTS	MEKK2wt PB1 HTS
1	-0.8	101	2	98
2	0.5	99	9	101
3	-0.6	104	7	107
4	-0.2	101	-3	96
5	0.8	98	-4	95
6	-0.6	68	-7	104
7	-1.1	102	1	103
8	-0.4	109	4	92
9	-1.5	100	1	98
10	-0.6	102	1	102
11	2.5	103	3	110
12	-1.1	101	3	102
13	0.6	100	-5	99
14	-0.2	107	3	104
15	0.7	96	0	101

Additional structures
item	mol	PHOSPHO1 inh	NALP1 inh	GalR3 antagonist	GPR7 antagonist	V1R ag counter
16	Cc1cccc(C(=O)NC(=S)N2CCN(c3ccc([N+](=O)[O-])cc3)CC2)c1	20	-8	-2	-2	-1.1
17	Cc1ccc(-n2c(SCc3cc(=O)n4ccsc4n3)nnc2-c2cccnc2)c(C)c1	61*	14	-3	0	0.0
18	CSCc1ccc(C(=O)N2CCC(N3CCC(C(=O)NC(C)C)CC3)CC2)o1	21	6	-4	-10	5.7
19	CCN(CC)c1ccc(NC(=O)Cn2c(C(C)NC(=O)c3ccc(C)cc3)nc3ccccc32)cc1 (configuration not stated)	41	6	-2	-5	.
20	Cc1ccc(C)c(OCCCC(C)(C)C(=O)O)c1	-28	23	.	-18	1.1
21	O=C(/C=C/c1ccccc1[N+](=O)[O-])NCc1ccc(Cl)cc1	15	-1	-6	1	2.1
22	C=CCn1c(SCc2c(C)noc2C)nc2sc3c(c2c1=O)CCC(C)C3 (configuration not stated)	1	.	-1	-2	-1.0
23	Cc1ccc(NC(=O)COc2ccccc2C(=O)NCCc2ccccc2)cc1	40	-4	-6	-14	0.8
24	COC(=O)C1=C(C)N(CCc2c[nH]c3ccccc23)C(=O)C1	16	-5	-5	-7	1.4
25	CCOC(=O)C(CCSC)NC(=O)CN (configuration not stated)	-2	17	-5	-7	0.2
26	Cc1ccc(-n2c(-c3ccc(Cl)cc3)n[nH]c2=S)c(C)c1	-80	-12	-1	-13	0.5
27	CCc1ccccc1NC(=O)c1cccs1	14	4	0	-6	-0.2
28	N#Cc1c(NC(=O)CN2CCN(C(=O)c3ccco3)CC2)sc2c1CCCCC2	3	19	1	-5	5.9
29	COc1cccc(-c2cc(C(=O)NC3CCCC3)no2)c1	5	27	-4	-7	-1.1
30	O=C(Oc1cccc(C(=S)N2CCOCC2)c1)c1cc([N+](=O)[O-])cc([N+](=O)[O-])c1	37	2	-5	-6	0.3

item	OXTR agonist	MEKK3 PB1 HTS	MEKK2mut PB1 HTS	MEKK2wt PB1 HTS
16	-2.0	96	-2	96
17	1.2	.	.	.
18	1.9	101	0	100
19	.	100	-1	96
20	0.3	117&99	9&-30	97&85
21	0.1	101	2	99
22	-0.7	106	2	99
23	-0.8	112	11	113
24	1.5	103	7	103
25	0.7	104	1	97
26	-1.8	109	12	111
27	0.6	99	-3	90
28	8.8	112	10	112
29	-1.9	106	8	105
30	-0.6	108	-4	100

The listing continues:
item	mol	PHOSPHO1 inh	NALP1 inh	GalR3 antagonist	GPR7 antagonist	V1R ag counter
31	CCCC(C(=O)NCC1CCCO1)N(Cc1ccccc1)C(=O)CNS(=O)(=O)c1ccccc1 (configuration not stated)	2	6	-9	-4	-0.2
32	O=C(c1ccc(CNS(=O)(=O)c2ccc(Br)cc2)cc1)N1CCCC1	-19	17	-3	-15	-0.4
33	COc1ccccc1NC(=O)C1CCN(C(=O)C2CC(=O)N(c3ccc(C)cc3)C2)CC1 (configuration not stated)	42	-8	-7	-8	0.3
34	COc1ccccc1CNC(=O)c1cc2c(=O)[nH]c3ccccc3c2n1C	27	-9	-2	-14	-1.1
35	Cc1nnc(SCC(=O)N2CCOCC2)n1C	-2	3	0	7	1.0
36	CC1=C(C(N)=O)C(c2ccccc2F)n2nc(CCCO)nc2N1 (configuration not stated)	28	15	.	9	-0.5
37	CCOC(=O)N(NC(=O)C(O)(C(C)C)C(C)C)c1ccccc1	-11	33	-5	-2	0.0
38	CCn1nc(C)cc1C(=O)Sc1ccc(C)cc1	22	.	-2	-4	-0.1
39	Cc1ncc([N+](=O)[O-])n1CCN1C(=O)c2ccccc2C1=O	20	7	-10	2	0.2
40	O=S(=O)(Cc1ccc(Cl)cc1)c1ncc(CO)n1Cc1ccccc1	43	5	-2	1	4.3
41	CCn1c(SCC(=O)NC2CCCCC2)nnc1C(C)NC(=O)c1ccccc1F (configuration not stated)	37	31	-4	-5	-0.8
42	COc1ccc(S(=O)(=O)N2CCOC2CNC(=O)C(=O)NCCCn2ccnc2)cc1OC (configuration not stated)	-11	26	.	-8	0.8
43	Cc1nc2ccc(NC(=O)NC(=O)c3c(Cl)cccc3Cl)cc2o1	38	.	-4	-8	-0.3
44	C/C(=N\Nc1ccccc1)c1cc2ccccc2oc1=O	-7	0	-5	-7	-1.4
45	O=C(Nc1ccc(OC(F)(F)F)cc1)N1CCN(c2ccnc3cc(Cl)ccc23)CC1	23	.	-4	-7	1.7

item	OXTR agonist	MEKK3 PB1 HTS	MEKK2mut PB1 HTS	MEKK2wt PB1 HTS
31	-0.6	107	12	110
32	-0.8	104	6	104
33	-0.4	97	-2	100
34	-1.9	.	.	.
35	2.0	90	-6	88
36	-0.8	103	4	104
37	-1.2	103	-5	96
38	-1.4	101	1	106
39	0.8	97	6	100
40	4.2	89	-6	86
41	2.0	91	-8	88
42	0.1	109	9	98
43	-0.4	102	-2	103
44	-1.7	98	-8	90
45	-0.4	103	-1	113

Following part:
item	mol	PHOSPHO1 inh	NALP1 inh	GalR3 antagonist	GPR7 antagonist	V1R ag counter
46	O=C(Nc1cccc(-n2cccn2)c1)C1CCCN(Cc2ccc(C#CCCO)cc2)C1 (configuration not stated)	48	8	-2	-9	1.5
47	CCCCN(CC)C(=O)Cn1nc(Cc2ccncc2)c2ccccc2c1=O	-2	12	-2	-2	-0.8
48	Cc1ccc(-c2nn(-c3ccccc3)cc2C2CC(c3cccs3)=NN2C(=O)CCCC(=O)O)cc1 (configuration not stated)	10	8	-6	-9	19
49	CCn1c(=O)n(CC)c2cc(S(=O)(=O)N3CCc4ccccc43)ccc21	14	40	-6	3	3.3
50	COc1ccc(CCC(=O)N2CCN(C(=O)c3ccccc3)CC2)cc1	28	11	-7	8	-0.5
51	Cc1cc(C)nc(SCC(=O)N/N=C/c2ccc3c(c2)OCO3)n1	47	1	-3	-2	.
52	COc1ccc(CN2C(=O)c3cccnc3C2O)cc1 (configuration not stated)	-20	-2	6	-13	0.5
53	CCN(CC)S(=O)(=O)c1ccc(OC)c(NC(=O)C2CC(=O)N(c3ccc4c(c3)OCCO4)C2)c1 (configuration not stated)	3	12	-4	12	0.5
54	CC(C)(C)C(=O)Cn1ncc(Cl)c(Cl)c1=O	46	23	-7	-11	.
55	O=C(CSc1nc(NS(=O)(=O)c2ccccc2)cc(=O)[nH]1)Nc1cccc(C(F)(F)F)c1	35	31	-9	-4	.
56	CCN(CC)S(=O)(=O)c1cccc(C(=O)NCC2CCCO2)c1 (configuration not stated)	13	11	-4	4	-0.1
57	COc1ccc(N2CCN(C3CCCN(Cc4ccc(F)c(F)c4)C3)CC2)cc1 (configuration not stated)	.	-11	-6	-8	0.8
58	CCCCNC(=S)Nc1ccc(F)cc1	34	4	-5	-17	-0.3
59	COc1cc([N+](=O)[O-])ccc1NC(=O)/C=C\C(=O)O	56	-10	-5	1	0.1
60	Cn1nnnc1SCC(=O)Nc1ccc(Oc2ccc(Cl)cc2)cc1	4	14	-4	0	6.3

item	OXTR agonist	MEKK3 PB1 HTS	MEKK2mut PB1 HTS	MEKK2wt PB1 HTS
46	2.8	99	8	116
47	-1.2	100	0	103
48	23*	105	7	99
49	2.9	106	6	105
50	-0.5	106	5	107
51	.	104	3	106
52	0.5	98	1	94
53	0.2	0.0*[inhibitor]	-21	-2.0*[inhibitor]
54	.	109	-3	100
55	.	104	-4	101
56	0.0	83	-9	84
57	0.8	100	6	102
58	-1.6	98	-5	97
59	0.0	100	3	100
60	7.5	107	5	101

Whole records as entered above. Order of values: PHOSPHO1 inh	NALP1 inh	GalR3 antagonist	GPR7 antagonist	V1R ag counter	OXTR agonist	MEKK3 PB1 HTS	MEKK2mut PB1 HTS	MEKK2wt PB1 HTS
COc1ccc(CN2C(=O)c3cccnc3C2O)cc1 (configuration not stated) in the list: -20	-2	6	-13	0.5	0.5	98	1	94
Cc1cc(C)nc(SCC(=O)N/N=C/c2ccc3c(c2)OCO3)n1 in the list: 47	1	-3	-2	.	.	104	3	106
COc1ccc(CCC(=O)N2CCN(C(=O)c3ccccc3)CC2)cc1 in the list: 28	11	-7	8	-0.5	-0.5	106	5	107
Cn1nnnc1SCC(=O)Nc1ccc(Oc2ccc(Cl)cc2)cc1 in the list: 4	14	-4	0	6.3	7.5	107	5	101
CCn1c(=O)n(CC)c2cc(S(=O)(=O)N3CCc4ccccc43)ccc21 in the list: 14	40	-6	3	3.3	2.9	106	6	105

Assay outcomes: PubChem, several laboratories
